Screens: PubChem BioAssay, several laboratories
PERK inhibitor – human PERK inhibition, primary cell-based screen. Q9NZJ5. CHO PERK-DD fusion, SEAP luminescence translation reporter. inhibition, % at 5.6 µM. 220,000 compounds, 0.17% hits;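 active means inhibition above the mean inhibition of all tested compounds plus 3 SD, set separately per screening campaign, cut at about 2.9% in these data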;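 further: PERK kinase domain activated by AP20187 dimerizer at 100 nM; 0% = DMSO with dimerizer and 100% = rapamycin at 8.4 µM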
S1P4 antag – blocks the human S1P4 receptor; O95977; S1P4-expressing cells, antagonist mode, reporter read-out; inhibition, % at 4.98 µM; 220,000 compounds, 0.26% hits; AID 1510; in the data active means inhibition above about 29%;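 further: 0% = wells stimulated with agonist and 100% = vehicle wells without agonist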
Target sequence (O95977 whole entry, looked up): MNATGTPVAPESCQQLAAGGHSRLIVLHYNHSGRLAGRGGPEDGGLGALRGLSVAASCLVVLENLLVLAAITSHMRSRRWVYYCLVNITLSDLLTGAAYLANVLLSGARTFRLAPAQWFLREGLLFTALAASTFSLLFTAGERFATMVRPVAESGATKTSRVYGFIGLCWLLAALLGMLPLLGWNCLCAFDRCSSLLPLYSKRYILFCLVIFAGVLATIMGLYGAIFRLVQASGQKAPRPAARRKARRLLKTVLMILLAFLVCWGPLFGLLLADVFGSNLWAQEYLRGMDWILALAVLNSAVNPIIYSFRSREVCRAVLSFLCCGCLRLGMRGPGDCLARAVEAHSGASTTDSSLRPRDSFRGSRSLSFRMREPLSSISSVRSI
BaF3 parental – counter-screen for JAK2V617F inhibitors: parental Ba/F3 viability inhibitors. CellTiter-Glo ATP luminescence. inhibition, % at 5.6 µM. 220,000 compounds, 1.1% hits;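 active means inhibition above a per-campaign cutoff, the mean inhibition of all tested compounds plus 3 SD, cut at about 27% in these data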;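 further: 0% = DMSO wells and 100% = JAK Inhibitor I control wells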
S1P4 agonist – human S1P4 receptor agonism; S1P4-expressing cell line, agonist reporter assay; O95977; activation, % at 4.98 µM; 220,000 compounds, 0.35% hits; in the data active means activation above about 11%;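 further: 0% = DMSO vehicle and 100% = reference agonist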
NPY-Y2 PAM-ag – potentiators or agonists of human neuropeptide Y receptor Y2 | activation, % at 3.6 µM | cells expressing NPY-Y2, potentiator/agonist read-out | P49146 | 220,000 compounds, 0.45% hits; in the data active means activation above about 27%;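 further: cells stimulated with NPY near EC25 plus isoproterenol at EC100; 0% = vehicle plus submaximal agonist and 100% = vehicle plus saturating agonist; some results beyond the cut were filed as inactive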
MDM2 E3 inh – inhibitors of human Mdm2 E3 ubiquitin ligase. signal enhancement, % at 5 µM. cell-based MDM2 ubiquitination luciferase reporter, 2 h; 0 = plate control, 100 = twice control, blank-subtracted. 210,000 compounds, 0.11% hits;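 active means signal enhancement of 30% or more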;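 further: luminescence tracks abundance of the self-degrading MDM2-luciferase fusion protein; higher signal means inhibition of MDM2 E3 ligase activity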
Target sequence (Q00987 whole entry, looked up, the tested form may be a part): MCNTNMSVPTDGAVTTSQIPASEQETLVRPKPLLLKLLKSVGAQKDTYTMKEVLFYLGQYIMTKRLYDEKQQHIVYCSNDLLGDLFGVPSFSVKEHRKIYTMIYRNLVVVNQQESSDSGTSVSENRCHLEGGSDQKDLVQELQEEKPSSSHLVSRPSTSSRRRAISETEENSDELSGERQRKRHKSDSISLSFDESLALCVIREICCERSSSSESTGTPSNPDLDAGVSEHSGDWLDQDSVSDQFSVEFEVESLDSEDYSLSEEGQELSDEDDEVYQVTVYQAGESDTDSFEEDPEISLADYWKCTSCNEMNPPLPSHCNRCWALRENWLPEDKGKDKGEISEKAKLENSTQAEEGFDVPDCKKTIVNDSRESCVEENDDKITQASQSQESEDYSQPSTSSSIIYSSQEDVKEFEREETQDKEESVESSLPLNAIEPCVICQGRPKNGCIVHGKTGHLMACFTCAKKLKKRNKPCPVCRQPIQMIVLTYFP
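test system = mammalian cells stably expressing self-ubiquitinating, self-degrading MDM2 E3–luciferase fusion | quantity = 2000 cells/well | incubation = cell settling 4 h, compound treatment 2 h, both 37 °C | signal = luminescence with SteadyLite reagent, 15 min at room temperature | evaluation = % enhancement relative to plate controls after blank subtraction | benchmarks = plate controls and plate blanks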
Ba/F3 V617F tox – loss of viability in JAK2V617F-driven Ba/F3 cells | Ba/F3 EpoR-JAK2V617F viability, ATP luminescence | inhibition, % at 5.6 µM | 220,000 compounds, 1.1% hits | AID 1446;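 active means inhibition above the campaign mean plus 3 SD over all tested compounds, cut at about 24% in these data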;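 further: cytokine-independent growth of Ba/F3 cells driven by EpoR plus mutant JAK2; 0% = DMSO-treated cells and 100% = JAK inhibitor I control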
eIF4E 4G PPI – inhibitors of eIF4E and eIF4G interaction in translation initiation; 220,000 compounds, 0.37% hits; TR-FRET eIF4E-eIF4GI(517-606) binding, 2 h; P63073+Q04637; AID 782; inhibition, % at 21.7 µM;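 active means inhibition above about 30%, limit read from the data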;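 further: 0% = full FRET control wells and 100% = background wells lacking eIF4GI fragment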
Wee1 stabilizer – human Wee1 degradation inhibition, primary screen; HeLa Luc-Wee1K328M stability, luciferase luminescence; 100% = proteasome inhibitor MG132 effect; reporter increase, % at 5 µM; 220,000 compounds, 1.2% hits;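 active means activation above the mean of all tested compounds plus 3 SD, set per screening run, cut at about 8.8% in these data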;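 further: cells exposed to compound for 20 h before luminescence read; 0% = DMSO alone and 100% = MG132 at 30 µM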
An asterisk follows results filed as active; . = no result given; [ ] = remark or other dose.

SMILES	PERK inhibitor	S1P4 antag	BaF3 parental	S1P4 agonist	NPY-Y2 PAM-ag	MDM2 E3 inh	Ba/F3 V617F tox	eIF4E 4G PPI	Wee1 stabilizer
O=C(CSc1nnc(-c2cnccn2)n1Cc1ccco1)Nc1ccc(Br)cc1	-0.6	-2	1	1.9	7	-6	-4	0	0
CCC(C)NC(=O)c1[nH]c(C)c(C(=O)OC)c1C (centres undefined)	1.3	-11	7	1.4	0	-19	-2	1[fluorescence artefact?]	0
COc1cccc(N2CC(C(=O)Nc3nnc(SCc4ccccn4)s3)CC2=O)c1 (centres undefined)	0.2	-31	3	0.7	-9	-7	-4	1[fluorescence artefact?]	1
Cc1sccc1/C=N/NC(=O)c1cccc2ccccc12	-0.2	10	8	0.1	-9	-14	3	-4	-1
Cc1c(Cl)cccc1NC(=O)CNc1cccc(C(F)(F)F)c1	0.8	6	3	1.3	4	-5	-3	-10	0
COc1cc(/C=C2\SC(=S)N(CC(=O)Nc3cccnc3)C2=O)cc(OC)c1OC	0.6	-9	4	-1.6	-6	-6	1	1	0
Cc1cc(S(=O)(=O)Nc2c(C(=O)O)[nH]c3ccccc23)ccc1F	0.1	1	-1	-1.3	10	-2	1	1	1
COc1ccc2nnc(-c3ccccc3)n2n1	1.4	-28	3	0.8	12	-13	5	2	-5
O=C(NCC1CCCO1)C(c1cccnc1)N(C(=O)Cc1cccs1)c1ccccc1 (centres undefined)	0.1	-2	3	2.4	-6	-17	-4	11	17*
CCOc1ccc(NC(=O)C2=C(C)NC(=S)NC2c2ccc(O)c(OC)c2)cc1 (centres undefined)	0.5	-4	-4	1.4	-4	-8	-5	-4	-2
Cc1cc(C)nc(NC(=O)c2ccc(Cl)c([N+](=O)[O-])c2)n1	0.4	5	-2	-0.3	9	-5	-4	2	2
O=C(/C=C/c1ccccc1)N1CCN(CC(O)COc2ccccc2)CC1 (centres undefined)	-0.7	-14	3	0.1	-5	-2	2	-6	0
CC(C)CCNC(=O)CN(Cc1cccs1)C(=O)CCC(=O)Nc1nccs1	-0.1	1	4	-0.6	-15	-5	-2	3	-2
CCCN1C2CCCC1CC(NC(=S)Nc1cc(C)ccc1C)C2 (centres undefined)	0.0	-5	2	0.1	-5	.	0	5[fluorescence artefact?]	-1
COc1ccc(Nc2ncnc3c2cnn3Cc2ccccc2)cc1OC	0.0	-18	5	-1.6	9	-5	-1	0	0
COc1ccc(OCC(=O)Nc2ccc(C)cc2)cc1	-0.9	-26	2	-1.5	0	10	-2	0	0
Cc1ccc(C)c(OCC(=O)NCC(C)C)c1C	0.6	-1	4	0.3	-5	0	-1	16	7
Cc1nn(-c2ccccc2)c(C)c1NC(=O)c1cccs1	-0.5	-5	1	-0.1	-21	-20	-1	3[fluorescence artefact?]	-1
NNC(=O)c1ccc(COc2ccccc2)cc1	-0.5	-17	6	0.1	5	-12	6	0	3
N#CCN1CCN(CCC(=O)Nc2ccc(OCc3ccccc3)cc2)CC1	-0.7	-8	14	-1.9	15	3	2	-3	-1
Cc1ccc(CNc2nc(N)c([N+](=O)[O-])c(NCCO)n2)cc1	-0.2	-8	1	0.2	4	-9	5	1	0
CC(C)Cc1nnc(NC(=O)CSc2nc(=O)cc(N)n2-c2ccccc2)s1	0.8	-61	4	-1.2	-12	-5	-1	-4	2
O=C(NC1CCCC1)C(c1cccs1)N(C(=O)c1ccco1)c1ccc2c(c1)OCO2 (centres undefined)	-1.1	-14	2	-0.8	-9	.	0	1	3
CCCn1c(SCCC(=O)O)nc2ccccc21	1.4	-4	10	0.3	-25	-20	2	-3	0
Cc1nc2sc(C(c3ccco3)N3CCC(C)CC3)c(O)n2n1 (centres undefined)	0.6	10	4	1.2	-3	-2	0	1[fluorescence artefact?]	0

As entered above:
MDM2 E3 inh with `O=C(CSc1nnc(-c2cnccn2)n1Cc1ccco1)Nc1ccc(Br)cc1` = -6
S1P4 antag with `Cc1cc(C)nc(NC(=O)c2ccc(Cl)c([N+](=O)[O-])c2)n1` = 5

Going on with the list:
SMILES	PERK inhibitor	S1P4 antag	BaF3 parental	S1P4 agonist	NPY-Y2 PAM-ag	MDM2 E3 inh	Ba/F3 V617F tox	eIF4E 4G PPI	Wee1 stabilizer
Cc1c(C(=O)NCCCN2CCCC2=O)oc2ccc(S(=O)(=O)N3CCOCC3)cc12	0.8	-17	4	-0.2	5	3	0	.	0
O=C1NN=C(c2ccc(Br)cc2)CC1c1ccc(Cl)cc1 (centres undefined)	0.4	-21	7	-0.6	6	-26	3	3	-3
Cc1ccc(CNc2ncccc2-c2nc3cc(Cl)ccc3o2)cc1	0.3	-4	1	-0.5	1	0	0	-1	-1
Nc1nc(NCc2ccccc2)nc(Nc2cccc(F)c2)c1[N+](=O)[O-]	1.4	0	-1	1.7	12	4	-1	-2	-2
Cc1cnc(NC(=O)C2(c3ccccc3)CC2)s1	0.1	-6	-1	-0.9	1	-14	-3	0	-3
O=S(=O)(NCc1csc(-c2cccs2)n1)c1ccc(Cl)cc1	-0.6	12	1	0.3	-12	-7	1	1	-4
COc1ccc(Cl)cc1C(=O)Nc1nnn(C)n1	1.0	7	3	-1.4	3	4	-2	-7	-2
Cc1cc(C)n(-c2ccc(C(=O)Nc3ccc(S(=O)(=O)NCc4ccco4)cc3)cc2)n1	-1.4	-21	13	-0.1	38*	-22	1	-6	-1
CCCn1c(N2CCN(C(=O)Nc3ccccc3)CC2)nc2ccccc21	-0.7	2	11	0.0	-7	-6	5	0	5
COc1cc(C(c2nnnn2C2CCCC2)N2CCN(C)CC2)cc(OC)c1OC (centres undefined)	-0.5	-37	3	1.6	-1	-17	-5	-2	-2
Cc1ccc(C)c(NC(=S)NC(NC(=O)/C=C/c2ccccc2)C(Cl)(Cl)Cl)c1 (centres undefined)	0.7	-10	3	1.8	5	-10	-2	-10	0
COc1cc(OC)cc(C(=O)NNC(=S)Nc2ccccc2OC)c1	1.2	4	4	1.4	14	4	-3	-4[fluorescence artefact?]	-2
COc1ccc([N+](=O)[O-])cc1NC(=O)c1ccc(N(Cc2ccccc2C)S(C)(=O)=O)cc1	-0.4	3	10	-0.9	12	-7	0	5	-1
CCOC(=O)N1CCC(NC(=O)CCc2nc(-c3ccc(C)cc3)no2)CC1	-0.5	-11	5	-0.2	-10	-2	-2	7	0
COc1cc(/C=C(\C#N)c2nc3ccccc3s2)cc([N+](=O)[O-])c1O	-0.4	9	4	0.4	13	-19	4	18	0
COc1cc(NS(=O)(=O)c2ccc(NC(=O)/C=C/c3cccc([N+](=O)[O-])c3)cc2)ncn1	0.4	-17	12	0.3	-22	7	7	-2	-3
O=C1NC2(CCCCC2)NN1c1ccccc1	1.5	-5	6	-0.6	-3	4	-2	5	2
COc1cccc(-c2nc(N3CCN(c4ccccc4)CC3)c3ccccc3n2)c1O	1.6	-8	7	0.4	0	-9	1	2	0
CCOCCCNC(=O)C(NC(=O)c1cnccn1)c1ccc(OC)cc1 (centres undefined)	-0.1	-6	1	3.1	0	-11	0	2[fluorescence artefact?]	0
N#CCCn1cc(C(=O)N2CCOCC2)c(-c2ccc3c(c2)OCCO3)n1	1.9	-5	6	-0.9	9	-10	0	-2	0
CCC1(C)Cc2nc3[nH]c(=S)n(-c4ccccc4)c(=O)c3cc2CO1 (centres undefined)	0.5	-13	8	-0.6	-3	1	2	-28	-4
CCn1nnnc1SCC(=O)N1CCCc2ccccc21	0.4	-9	3	-2.9	-8	5	-2	-7[fluorescence artefact?]	-2
Cc1cc(C)c(NC(=O)CN2C(=O)NC3(CCCCC3)C2=O)c(Cl)c1	0.7	-3	-4	2.2	3	-9	-5	-3	2
O=C(CN1CCOCC1)N/N=C/C=C/c1ccccc1	0.7	-5	14	-1.9	-20	-7	4	-3	23*
Cc1ccc2[nH]c(C)c(CC(=O)O)c2c1	0.8	9	2	-0.9	17	-12	-4	-1	2
SMILES	PERK inhibitor	S1P4 antag	BaF3 parental	S1P4 agonist	NPY-Y2 PAM-ag	MDM2 E3 inh	Ba/F3 V617F tox	eIF4E 4G PPI	Wee1 stabilizer
Cc1cc2oc(=O)cc(CSc3nnc(-c4cccs4)o3)c2cc1C(C)C	0.0	-24	1	2.7	-17	-12	0	1	0
c1ccc(-c2csc(-n3cccn3)n2)cc1	0.2	-3	8	0.5	2	-10	0	-1	-2
Cc1c(-c2ccc(O)cc2)nc2nc(-c3ccccc3)c(-c3ccccc3)nn12	0.2	-2	1	0.4	2	-13	3	-3	-3
COc1cccc(Nc2ncnc3ccccc23)c1	-0.1	7	1	1.9	16	-31	-4	-1	5
Cc1ccccc1CNC(=O)c1cc(COc2ccc(F)cc2F)on1	0.4	1	4	-2.0	-4	4	1	-2	3
CC(=O)Nc1ccc(OCC(O)CN2CCN(Cc3ccccc3)CC2)cc1 (centres undefined)	0.5	0	-1	2.8	-3	11	-1	-1[fluorescence artefact?]	-1
COc1ccc(-c2nnc(N(C)C(=O)C3CCCO3)s2)cc1 (centres undefined)	0.4	-4	0	-0.8	-11	-12	-4	2	1
COc1ccc(C(=O)/C=C/N(C)C)cc1	1.9	12	2	-1.3	2	-5	-5	17[fluorescence artefact?]	1
COCCn1c(=O)[nH]c2cc(C(=O)N3CCN(c4ccccc4OC)CC3)ccc2c1=O	-0.5	-19	2	1.1	14	-31	0	-5	-3
Cn1cnnc1SCC(=O)c1ccc(O)c(O)c1	0.0	7	3	0.1	-2	-5	-3	0	-3
CCOc1ccc(C(C)=O)cc1CSc1nnc(N)s1	1.0	-13	2	-0.1	-5	2	3	-7	0
CCCc1ccc(C2C3=C(CC(C)(C)CC3=O)NC3=C2C(=O)c2ccccc23)cc1 (centres undefined)	-1.4	3	10	1.2	25	-5	7	-1	-2
Cc1ccc(C(=O)C(C)OC(=O)c2n[nH]c(=O)c3ccccc23)cc1 (centres undefined)	-0.4	0	0	1.2	-20	-43	0	0	0
C=CCNC(=O)CN1CCC(NC(=O)c2ccco2)CC1	1.1	-8	1	0.6	1	-9	-1	0	4
CN1C(=O)C2(C(C#N)=C(N)N(c3cc(Cl)cc(Cl)c3)C3=C2C(=O)CC(C)(C)C3)c2ccccc21 (centres undefined)	-1.1	-18	8	2.1	8	-12	7	5	0
COc1ccc(-c2noc(CCc3ccccc3)n2)cc1	0.4	-4	9	-0.9	0	-27	1	-8	-1
COCCOC(=O)c1sc2nc[nH]c(=O)c2c1C	1.0	5	7	4.9	-12	-3	1	0	-2
COc1ccc2[nH]c(=O)c(C(=O)O)cc2c1	0.6	-22	8	0.0	-6	-12	6	3	-2
CC(/C=N/NC(=O)c1cc(-c2cccs2)[nH]n1)=C\c1ccccc1	0.8	-4	4	0.5	0	-10	-3	2	-1
COc1cc(C(=O)OCC(=O)Nc2cc(-c3cc(C)c(C)cc3C)nn2-c2ccccc2)cc(OC)c1OC	1.5	-12	0	0.3	4	2	-4	-1	0
CC(C)=CC(=O)Nc1ccc2c(c1)OCO2	1.2	9	6	0.9	4	-34	0	0	-1
O=C(N/N=C/c1c[nH]c2ccccc12)C1CC(=O)N(c2ccccc2)C1 (centres undefined)	-0.2	-2	0	-0.3	-7	4	-3	-1	-2
COC(=O)C1=C(C)OC(N)=C(C#N)C1c1cc2cccc(C)c2nc1Cl (centres undefined)	-0.6	-12	3	0.6	-6	-40	-3	1	1
CCN(CC)S(=O)(=O)c1cccc(C(=O)Nc2sc3c(c2C(N)=O)CCCC3)c1	2.0	0	3	0.8	-8	-12	0	3	0
